# Pf Dd2 inh: blocks in vitro growth of P. falciparum Dd2; AID 1347417; Potency, µM (titrated, usually from 28.9 µM), without a hit: at the top dose activity, negative = inhibition, most hits filed as inhibitors; P. falciparum Dd2 growth, SYBR Green, 72 h; hit rate 4.3% among 120,000; active = well fitted inhibition curve with a large enough effect; inconclusive = small, poorly fitted or top-dose-only effect; inactive = no such curve, though single readings can be large or run the other way;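 note: plate controls were DMSO vehicle for no effect and reference drug for full effect; nearly all actives have a fitted effect of over 65% in size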
#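 Infected erythrocytes (Dd2, 0.3% parasitemia, 2.5% hematocrit final) are added to compound in RPMI-1640/Albumax II medium, grown 72 h at 37C in low oxygen, then lysed with saponin/Triton-X containing SYBR Green and read by fluorescence.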
# * = called active by the depositor; i = inactive; ? = inconclusive; [ ] = remark or other dose. Potency is the fitted concentration of half-maximal effect. Some of the compounds tested (hit frequency here may not be typical).
mol	Pf Dd2 inh
COC(=O)C1=C(C)NC(=O)NC1c1cn(-c2ccccc2)nc1-c1ccc(OC)c(Cl)c1 (stereo not drawn)	?
Cc1cccc(C)c1C(=O)NC1CC(=O)N(Cc2cccc(F)c2)C1 (stereo not drawn)	-6%
Cn1c(=O)c2c(SCC(=O)NCC3CCCO3)nc(-c3ccccc3F)nc2n(C)c1=O (stereo not drawn)	?
COCc1nc(C2CCN(C(=O)c3ccoc3)C2)no1 (stereo not drawn)	-4%
Cc1ccc(-c2cn3c(n2)sc2cc(C(=O)NC(C)C45CC6CC(CC(C6)C4)C5)ccc23)cc1 (stereo not drawn)	?
Cn1nc(C2CCN(C(=O)Cc3ccccc3)CC2)c2c1CCOC2	21%[5.79 µM]
Cc1ccc(NC(=O)Cn2c(=O)nc(-c3ccccc3)c3ccccc32)cc1	i
O=C(c1cnccn1)N1CCCC1c1nc(C2CCOCC2)no1 (stereo not drawn)	-17%
OC(c1cccc(C(F)(F)F)c1)c1nc(Nc2ccc(N3CCOCC3)cc2)n[nH]1 (stereo not drawn)	i
Cc1ccc(C(=O)NCC(c2ccc3c(c2)OCO3)N2CCN(c3ccc(F)cc3)CC2)cc1 (stereo not drawn)	13µM*
COCCNC(=O)CCCN1C(=O)COc2ccc(C(=O)COc3ccc(F)c(Cl)c3)cc21	-21%
Cn1cnc(C(=O)N2[C@@H]3CC[C@H]2CC(NC(=O)c2ccc(F)cc2)C3)c1 (stereo partly drawn)	-21%
O=C1c2c(nc(COc3cccc(Cl)c3)n2Cc2ccccc2)NCCN1CC1CC1	-30%[44.1 µM]
Cn1cc(CN2C[C@@H]3C[C@H](C2)c2ccc(NS(=O)(=O)c4cccc(F)c4)c(=O)n2C3)c2ccccc21	-2%
COc1cccc(N2CCN(S(=O)(=O)c3ccc(-c4cc(C(F)(F)F)on4)s3)CC2)c1	16%
CCCc1noc(-c2ccn3c(CNC(=O)Cc4ccccc4Cl)nnc3c2)n1	?
COc1ccc(C(=O)Nc2ccc(-c3nnc4n3CCCC4)cc2)cc1	?
COCCN1C(=O)CCc2cc(NC(=O)c3ccc(F)cc3)ccc21	-13%
Cc1cc2nc3n(c(=O)c2n1CC(=O)Nc1cccc(C#N)c1)CCC3	i
COc1ccccc1OCCNC(=O)C1CCCN(C(=O)c2ccccc2)CCC(=O)NCC1 (stereo not drawn)	?
COc1ccc(-c2cc(N3CCC(NC(=O)c4ccccc4C)C3)n[nH]2)cc1 (stereo not drawn)	i
Cc1ccc(CN2CCC(C3CCN(S(C)(=O)=O)CC3)C2)o1 (stereo not drawn)	i
COc1ccc(NC(=O)C2(Cc3ccccc3)CCCCC(=O)N2)c(OC)c1 (stereo not drawn)	i
c1ccc2c(Cc3nnc([C@H]4CCN(C5CCCCC5)C4)o3)c[nH]c2c1	?
CNC(=O)c1cnc2c(c1)N(C(=O)Cc1ccc(C(C)C)cc1)CCC2	?

# Next part.
mol	Pf Dd2 inh
O=S(=O)(NCCc1csc2nc(-c3ccc(F)cc3)nn12)c1ccc(Br)cc1	16%
C[C@H]1[C@@H]2[C@@H](O)C([C@H](C)C(=O)NCc3ccccc3)CC[C@@]2(C)CC[C@@H]1NC(=O)c1ccc(C#N)cc1 (stereo partly drawn)	i
CS(=O)(=O)Nc1ccc(C2(C(=O)N3CCN(c4ccccn4)CC3)CCCCC2)cc1	i
O=C(O)c1ccc2c(c1)N(C(=O)c1ccc(F)cc1)CC2	-8%
Cc1oc(-c2ccc(C(=O)NCCc3ccc(Cl)cc3)cc2)nc1CSc1ccccc1	i
COCCCNc1nc2c([S+](=O)([O-])c3ccc(Cl)cc3)nnn2c2ccccc12	4%
Cc1ccccc1CNC(=O)C(=O)NCC(c1ccco1)S(=O)(=O)c1ccccc1 (stereo not drawn)	-17%
CCC1=C(C(=O)OC)C(c2ccccc2)N2C(CC(=O)NCc3cccc(F)c3)=CSC2=N1 (stereo not drawn)	4µM*
COC[C@@H]1[C@H](NC(=O)c2ccc(-n3cccn3)cc2)[C@@H]2CCO[C@H]12	?
COc1cccc(C(=O)N2CCC(N3C[C@H](O)C[C@H]3C(=O)NCc3ccc(C)o3)CC2)c1	-27%
COc1ccccc1NC(=O)Cn1c(=O)n(CCC(=O)NCC2CCCO2)c(=O)c2cc(OC)c(OC)cc21 (stereo not drawn)	?
Cc1ccc2c(=O)cc(C(=O)Nc3c(C)n(C)n(-c4ccccc4)c3=O)oc2c1	53%[activator]
CCCOc1ccc(C(=O)Nc2ccc3oc(-c4cccc(Cl)c4Cl)nc3c2)cc1	-23%
Cc1cccc(C(=O)N2C(C(=O)NCC(C)C)COC23CCN(C(=O)c2ccccc2C)CC3)c1 (stereo not drawn)	i
O=C1NC2(CCN([S+](=O)([O-])c3ccccc3)C2)OCc2ccccc21 (stereo not drawn)	i
COCCc1noc([C@@H]2CC(F)(F)CN2C(=O)c2cc(C)no2)n1	8%
COc1ccc(C(=O)N2CCCCCNC(=O)[C@H]3C[C@H](C(=O)N4CCc5ccccc5C4)C[C@H]32)cn1	?
CN1C(=O)Cc2cc(S(=O)(=O)Nc3cccn4nc(C5CC5)nc34)ccc21	i
COc1ccc(-n2nc(C3CCN(Cc4ccncc4)CC3)[nH]c2=O)cc1	?
C=CCOc1cccc(-c2nnc(CCC(=O)NCc3ccc(F)cc3)c(=O)[nH]2)c1	i
COc1ccccc1-c1noc(CCC(=O)Nc2ccc(C)cc2C)n1	22%
O=C(CC1CCCC1)N1[C@H]2CC[C@@H]1c1cnc(-c3ccccc3)nc1C2	13µM*
Cn1cccc1CN1CCC2(CC1)CC(=O)c1ccccc1O2	?
CCc1nc(C)c(C(=O)N2CCC(c3[nH]ncc3-c3ccccc3C)CC2)o1	?
CCCCNC(=O)CN1C(=O)CSc2ccc(S(=O)(=O)N3CCC(C)CC3)cc21	0%

# Next section, overlapping the part above by 5 compounds.
mol	Pf Dd2 inh
COc1ccccc1-c1noc(CCC(=O)Nc2ccc(C)cc2C)n1	22%
O=C(CC1CCCC1)N1[C@H]2CC[C@@H]1c1cnc(-c3ccccc3)nc1C2	13µM*
Cn1cccc1CN1CCC2(CC1)CC(=O)c1ccccc1O2	?
CCc1nc(C)c(C(=O)N2CCC(c3[nH]ncc3-c3ccccc3C)CC2)o1	?
CCCCNC(=O)CN1C(=O)CSc2ccc(S(=O)(=O)N3CCC(C)CC3)cc21	0%
O=C(c1ccc(F)c(Cl)c1)N1CCC(c2n[nH]c(=O)n2-c2ccccc2)CC1	-11%
C[S+](=O)([O-])N1CCCC2(C1)C(=NC1CCCC1)NC(=O)N2c1cc(F)cc(F)c1 (stereo not drawn)	i
Fc1ccc(-c2noc3ncnc(N4CCN(c5ccccc5)CC4)c23)cc1	?
Cc1cccc(CNC(=O)C2CCN(S(=O)(=O)c3ccc4c(c3)CCCN4C(=O)C3CCC3)CC2)c1	?
CC(C)CCCC1CN(C(=O)c2cn(C3CCC(N)CC3)nn2)CCO1 (stereo not drawn)	?
COC[C@@H]1CN(C(=O)CCc2cccc(OC)c2)C[C@H]1c1nc(C)no1	i
CCOCCCn1c(=N)c(C(=O)NCc2ccco2)cc2c(=O)n3ccccc3nc21	?
Cc1ccc(CNC(=O)c2cc(=O)c3cc(C)c(C)cc3o2)cc1	i
Cc1noc(C)c1CN1CCC2(CC1)CC(c1ccccc1)C(=O)N2C (stereo not drawn)	-6%
O=C(Nc1ccc([C@@H](O)[C@H]2COCC(=O)N2CC2CCCCC2)cc1)C1CCC1	i
CCOC(=O)c1cc(-c2ccc(C)cc2)n(CC(=O)Nc2ccc(OC)c(Cl)c2)c1C	0%
CCn1cc(-c2ccccc2)cc1C(=O)O	5%
Cc1ccccc1-c1cc(C(=O)NCc2cccnc2)c2c(c1)N(C)CCO2	-11%[44.1 µM]
CNCc1ccccc1OC	1%[44.1 µM]
CS(=O)(=O)N1CCN(C(=O)Cn2nc3c(cc2=O)CCCC3)CC1	-2%
Cc1ccccc1-c1noc(CCC(=O)N2CCC3(CCCNC3)C2)n1 (stereo not drawn)	-25%
CN(C)c1ncnc2sc3c(c12)CCN(Cc1ccco1)C3	4µM*
Nc1nc(C2CC(O)C2)cc(N2CCCN(C(=O)c3ccoc3)CC2)n1 (stereo not drawn)	6%
Cc1cc(=O)n(CC(=O)Nc2ccccc2F)c(N2CCc3ccccc3C2)n1	?
CC(=O)N1CCC(N(Cc2ccco2)C(=O)Nc2ccc(Br)cc2F)CC1	10%
COc1ccc(CN[C@H]2C[C@@H](Cc3cc(CN4CCOCC4)on3)C2(C)C)cc1	-29%[44.1 µM]
COc1ccc(S(=O)(=O)N[C@H](C)c2c(-c3ccc(F)cc3)noc2C(=O)O)cc1	9%[44.1 µM]
Cc1cccc(N2CCN(C(=O)C3CCC(CNS(=O)(=O)c4ccc(Br)s4)CC3)CC2)c1C (stereo not drawn)	19%
CCC(O)c1cc2n(n1)CCCN(C(=O)CCc1ccsc1)C2 (stereo not drawn)	-6%
Cc1noc([C@@H](C)NS(=O)(=O)c2ccc(Cl)cc2)c1C(=O)O	22%[44.1 µM]

# Filtered by structure: those above with a cyano group
mol	Pf Dd2 inh
Cc1cc2nc3n(c(=O)c2n1CC(=O)Nc1cccc(C#N)c1)CCC3	i
C[C@H]1[C@@H]2[C@@H](O)C([C@H](C)C(=O)NCc3ccccc3)CC[C@@]2(C)CC[C@@H]1NC(=O)c1ccc(C#N)cc1 (stereo partly drawn)	i

# The list goes on.
mol	Pf Dd2 inh
CNC(=O)CCn1ncc2cc(OCc3ccccc3-c3cccc(C)c3)ccc21	?
CCCN(CC1CC1)C(=O)C1CCC(=O)N(Cc2ccc(Cl)cc2)C1 (stereo not drawn)	-12%
CCc1nc2cccnc2n1-c1ccc(CC(=O)Nc2ccccc2Cl)cc1	-8%
COc1ccc(OC)c(NC(=O)c2cc3n(n2)CC(c2ccc(Cl)cc2)OC3)c1 (stereo not drawn)	i
CCCn1nc(C)cc1CN(C)C(=O)[C@@H]1CN(C(C)=O)C[C@H]1c1nc(C)no1	-14%
Fc1ccccc1N1CCN(c2nnc(C(F)(F)F)c3nnn(Cc4ccccc4)c23)CC1	i
CC(=O)Nc1ccc(C(=O)N2Cc3ccccc3OC3(CCN(C(C)=O)CC3)C2)cc1	?
COc1ccc(OC)c(CN2CC[C@@H]3OCC(=O)N(c4ccccc4)[C@H]3CC2)c1	i
CCCc1ccc(-c2ccc(C(=O)Oc3ccc(Br)cc3)cc2)nc1	-7%
CC(C)CC(=O)OCc1cc(=O)n2nc(C3CCCCC3)sc2n1	i
C[C@@H](NCC1CC1)c1onc(-c2ccc(Cl)cc2)c1C(=O)O	-18%[44.1 µM]
COCCC(=O)N1[C@H]2CC[C@@H]1c1cnc(-c3ccccc3)nc1C2	-15%
CCCNC(=O)CCCN1C(=O)CCn2nc(-c3cccn3C)cc21	14%
CCN1C(=O)Cc2cc(C(=O)NCc3c(C)cc(C)cc3C)ccc21	-17%
CCN1CCN(C(c2ccc(OC)cc2)c2c(O)cc(C)n(Cc3ccco3)c2=O)CC1 (stereo not drawn)	i
O=C(NC1CCCN(c2cc(-c3ccc(Cl)cc3)[nH]n2)C1)c1cccnc1 (stereo not drawn)	-6%
O=C(c1cncc(Cl)c1)N1CCC(c2nn(-c3ccc(F)cc3)c(=O)[nH]2)CC1	-15%
O=C(NCC1CC1)c1cn(C2CN(C(=O)Cc3cccc(F)c3)C2)nn1	4%
CC1(NC(=O)C2CC2)CN(Cc2nc(-c3ccc(Oc4ccccc4)cc3)cs2)C1	?
COc1ccc(OC)c(S(=O)(=O)NCc2ccc3c(c2)CCN3C(=O)c2cccc(C)c2)c1	?
CC(C)C(=O)N1CC[C@H](CO)[C@H](NC(=O)C2CC2)C1	-19%
O[C@@H]1C[C@@H](c2nnc3n2CCN(Cc2ccc(F)c(F)c2)C3)N(Cc2ccccc2)C1	-1%
O=C1CCN(Cc2ccncc2)CCCC(c2nc(-c3cnccn3)no2)CCN1 (stereo not drawn)	i
Brc1ccc(-c2cc3c(N4CCN(c5ccccc5)CC4)nccn3n2)cc1	-21%
O=C(CN1CCCCCCC1)N1CCCC2(CCNC2)C1 (stereo not drawn)	7%

# Molecules listed so far with an aryl thioether with sulfur outside any ring (two):
mol	Pf Dd2 inh
Cn1c(=O)c2c(SCC(=O)NCC3CCCO3)nc(-c3ccccc3F)nc2n(C)c1=O (stereo not drawn)	?
Cc1oc(-c2ccc(C(=O)NCCc3ccc(Cl)cc3)cc2)nc1CSc1ccccc1	i

# More records.
mol	Pf Dd2 inh
Cc1nc2scc(CC(=O)NCC(C)C)n2c(=O)c1-c1cc(C)n(-c2ccc(F)cc2)n1	i
O=C(c1ccc2c(c1)[nH]c(=O)n2C1CCC(O)CC1)N1CCc2ccccc2C1 (stereo not drawn)	-20%
COc1ccc(NC(=O)CSc2nccn2Cc2ccco2)cc1OC	i
Cc1ccc(C(=O)N2CCC3(CC2)NC(=O)N(c2ccccc2Cl)N3)cc1C	?
COc1ccc(-c2cc(OC(=O)c3cccc(Cl)c3)c3c(C)oc(C)c3c(=O)c2)cc1	?
COC(=O)[C@@H](C)NC(=O)[C@H]1CN(C(C)=O)CCN1C(C)=O	10%[44.1 µM]
O=C(c1ccc(-c2ccc(CO)cc2)nc1)N1CCC(CCc2ccccc2)CC1	-19%
O=C(c1ccncc1)N1CCC2(CC1)CC(OCC1CC1)CCO2 (stereo not drawn)	23%

# Bioassay records (PubChem)
